CHRM5 antagonist: blocks acetylcholine activation of human M5 receptor; P08912; CHO-hM5 cells, Fluo-8 calcium fluorescence, ACh EC80; inhibition, % at 3 µM; actives 0.59% (n = 360,000); AID 624040;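 active means inhibition above a per-plate cutoff, the mean of that plate's test compounds plus 3 SD, cut at about 27% in these data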;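 further: 0% = acetylcholine EC80 with DMSO and 100% = DMSO without agonist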
Target sequence (P08912 whole entry, looked up): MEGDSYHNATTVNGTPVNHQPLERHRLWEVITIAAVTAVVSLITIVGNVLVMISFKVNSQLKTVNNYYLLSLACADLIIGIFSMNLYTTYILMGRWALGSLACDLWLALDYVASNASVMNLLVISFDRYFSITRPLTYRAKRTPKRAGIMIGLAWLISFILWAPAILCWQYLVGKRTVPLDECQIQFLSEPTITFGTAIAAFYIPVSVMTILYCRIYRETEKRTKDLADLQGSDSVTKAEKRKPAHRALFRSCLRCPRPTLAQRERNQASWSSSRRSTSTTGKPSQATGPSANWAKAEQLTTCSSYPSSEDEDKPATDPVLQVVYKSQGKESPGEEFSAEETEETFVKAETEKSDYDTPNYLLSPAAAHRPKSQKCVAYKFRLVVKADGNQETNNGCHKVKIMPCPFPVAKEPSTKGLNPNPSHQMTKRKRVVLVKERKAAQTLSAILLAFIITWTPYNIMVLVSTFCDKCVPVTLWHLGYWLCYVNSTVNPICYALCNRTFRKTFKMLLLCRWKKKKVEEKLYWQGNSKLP
M5 PAM: CHRM5 positive allosteric modulation. actives 0.3% (n = 360,000). CHO-K1 hM5, Fluo-8 calcium, ACh EC20 PAM; 0% = ACh EC20, 100% = ACh EC100. P08912. activation, % at 3 µM;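 active means activation above the run cutoff, the mean activation of all test compounds plus 3 SD, cut at about 18% in these data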
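Assay system: CHO-K1 hM5 cells. Also added: acetylcholine at EC20 concentration, added after compound. Dosing: 3 µM, single dose. Times: compound preincubation 140 s before EC20 acetylcholine addition. Signal: Fluo-8 calcium fluorescence. Measure: % activation relative to EC20 and EC100 ACh responses. Repeats: singlicate, one well per test compound.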
M1 PAM parental: nonselective activator or artifact in parental CHO-K1 calcium assay; ATP EC20, Fluo-8 calcium fluorescence; 0% at ATP EC20, 100% at ATP max; activation, % at 3 µM; actives 0.02% (n = 360,000);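 active means activation above the run cutoff, the mean activation of all test compounds plus 3 SD, cut at about 40% in these data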;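 further: peak over basal fluorescence ratio in a 140 s read after ATP addition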
TAAR1 ag: agonists of human TAAR1. Q96RJ0. CHO RD-HGA16 TAAR1, Fluo-8 calcium fluorescence; vehicle wells 0%, saturating PEA agonist 100%. activation, % at 3 µM. actives 0.99% (n = 360,000). AID 624467;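 active means activation above the mean activation of all test compounds in the run plus 3 SD, cut at about 38% in these data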
Target sequence (Q96RJ0 whole entry, looked up): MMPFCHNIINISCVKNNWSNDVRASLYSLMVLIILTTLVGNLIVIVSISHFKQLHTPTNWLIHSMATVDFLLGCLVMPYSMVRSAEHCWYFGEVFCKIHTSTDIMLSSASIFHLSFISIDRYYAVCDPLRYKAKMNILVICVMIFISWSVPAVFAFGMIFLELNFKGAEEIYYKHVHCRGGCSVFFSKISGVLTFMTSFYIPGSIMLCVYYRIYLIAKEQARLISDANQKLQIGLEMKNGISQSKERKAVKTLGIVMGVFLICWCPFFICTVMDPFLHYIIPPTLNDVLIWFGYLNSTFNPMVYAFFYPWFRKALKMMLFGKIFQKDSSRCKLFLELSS
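Assay system – CHO-derived RD-HGA16 cells with stable Gα16 and human TAAR1 · Compound dosing – one-point dosing at 3 µM (nominal) · Incubation – 17-24 h seeding, 75 min 37 °C dye, 30 min RT · Measured by – kinetic Fluo-8 calcium fluorescence · Control set – DMSO vehicle as 0%, PEA at EC100 as 100% · Repeats – single well for each compound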
CRFR2-BP antag: CRF-BP/CRF-R2 complex antagonism; inhibition, % at 11.8 µM; actives 0.59% (n = 350,000); HEK293 CRF-R2/CRF-BP, CRF-induced calcium fluorescence; AID 588475;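 active means inhibition of the ligand-induced calcium signal above about 50% at the single tested concentration, limit read from the data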
CHRM5 agonist: agonists of human muscarinic M5 receptor (CHRM5) | activation, % at 3 µM | actives 0.19% (n = 360,000) | CHO-K1 hM5 cells, Fluo-8 calcium fluorescence; 0% DMSO wells, 100% maximal acetylcholine response | P08912 | AID 624037;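 active means activation above the run's mean over test compounds plus 3 SD, cut at about 23% in these data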;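 further: signal is peak over basal fluorescence ratio across the kinetic read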
CHRM4 PAM: positive allosteric modulators of human muscarinic M4 receptor. P08173. CHO-K1 hM4/Gqi5, Fluo-8 calcium fluorescence, ACh EC20; 0% = ACh EC20, 100% = maximal ACh. activation, % at 3 µM. actives 0.4% (n = 360,000). AID 624126;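 active means activation above its plate's cutoff, the mean activation of sample wells plus 3 SD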; further: some results filed as inactive read as strong as hits
TAAR1 antagonist: human TAAR1 antagonism; Q96RJ0; CHO RD-HGA16 TAAR1, Fluo-8 calcium fluorescence, antagonist; inhibition, % at 3 µM; actives 1.5% (n = 360,000); AID 624466;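 active means inhibition above a per-plate cutoff, the mean inhibition of test compounds on that plate plus 3 SD, cut at about 49% in these data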;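 further: 0% = DMSO plus EC80 beta-PEA response and 100% = DMSO alone without agonist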
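Test system – hTAAR1-expressing CHO RD-HGA16 cells, Gα16-coupled · Reagent – β-PEA at EC80 concentration, post-compound challenge · Compound dosing – 3 µM, single point · Timing – 140 s kinetic read after compound, 140 s after agonist · Detection – Fluo-8 intracellular calcium dye fluorescence, real-time kinetic reads · Control set – DMSO and EC80 PEA controls · Repeats – n of 1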
CRFR2-BP ag: agonists of human CRF-binding protein/CRF-R2 receptor complex | HEK293 CRF-R2/CRF-BP, calcium dye fluorescence (FLIPR); percent of saturating CRF peptide response | activation, % at 13.2 µM | actives 0.46% (n = 350,000);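 active means activation of at least 50%, plus an integration ratio under a set limit after plate pattern correction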;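 further: plate controls were neutral control wells without compound for no effect and CRF at EC100 for full effect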
The depositor's hits bear a star; nt = not tested or not shown.

SMILES	CHRM5 antagonist	M5 PAM	M1 PAM parental	TAAR1 ag	CRFR2-BP antag	CHRM5 agonist	CHRM4 PAM	TAAR1 antagonist	CRFR2-BP ag
COc1cccc(N/C(SC)=C(/C#N)C(N)=O)c1	-1	4	12	4	6	-2	7	11	-4.5
CSc1cc(-c2ccc(Cl)cc2)c(C(=O)NN)s1	-4	-2	10	13	-19	0	5	9	0.0
COc1ccc(OC)c(S(=O)(=O)N2CCC(C(=O)NC3CCCC3)CC2)c1	14	-3	-4	0	2	-1	-3	-15	-0.7
COc1ccc(/C=C/C(=O)Oc2ccc(C=O)cc2OC)cc1	4	-1	10	2	3	-8	-13	-4	2.2
CC[C@@H](C)C(NC(=O)OC(C)(C)C)c1cn([C@@H](Cc2cc3ccccc3[nH]2)C(=O)N2CCN(C(=O)OC(C)(C)C)CC2)nn1 (stereo partly drawn)	13	-4	0	6	-14	2	-6	18	0.1
N#Cc1cnn(-c2ncnc3sc(-c4ccccc4)cc23)c1N	0	0	9	5	7	1	8	19	-2.6
COc1ccc(-c2cc(C(=O)N3CCN(c4cccc(C)c4C)CC3)c3ccccc3n2)cc1OC	20	-33	-11	nt	-10	-2	-9	nt	2.3
O=C(c1cccs1)N1CCN(Cc2ccccn2)CC1	11	2	12	1	-6	-2	4	-27	-0.9
COc1ccc(C(=O)OC(C)C(=O)NCC2CCCCC2)cc1S(=O)(=O)N1CCOCC1 (stereo not drawn)	7	2	-9	2	0	2	6	-31	-0.2
O=C(/C=C/c1ccccc1)N1CCC(N2CCC(C(=O)N3CCOCC3)CC2)CC1	-5	1	15	-1	-2	-6	18	19	-1.2
CN(C)c1ccc(C2=NOC(CN3C(=O)c4ccccc4S3(=O)=O)C2)cc1 (stereo not drawn)	5	-13	15	21	-2	1	2	48	-0.4
CC(=O)c1ccc(N2CCN(c3ncccn3)CC2)cc1	4	-4	5	1	1	-3	10	-9	-0.2
COc1cccc(-c2nnc(SCc3ccccn3)n2C)c1	10	-2	11	5	-4	-4	2	-14	0.6
COc1ccc(Cl)cc1NC(=S)N1CCN(C(=O)C2CCCO2)CC1 (stereo not drawn)	-10	3	-7	6	-3	-5	8	2	-0.1
Cc1nc(N2CCN(S(=O)(=O)c3cccc4nonc34)CC2)c2c3c(sc2n1)CCCC3	1	-6	9	2	-15	1	2	0	2.2
Cc1cccc(N2C(N)=NC(N)=NC23CCCCC3)c1	9	-2	5	3	52*	-15	3	1	3.2
O=C(O)C1=CCCc2ccc(F)cc21	-4	9	22	0	-16	2	7	-8	-1.9
COc1ccc(OC)c(CN2C(=O)CN(S(C)(=O)=O)CC2(C)C(=O)NCc2ccccc2)c1 (stereo not drawn)	-13	3	nt	7	nt	3	13	-20	nt
CC(=O)NC(c1ccc(F)c(F)c1)c1nc(-c2ccccc2)cs1 (stereo not drawn)	7	-3	12	1	nt	0	2	9	nt
Cc1ccc(NC(=O)C2Cc3ccccc3CN2C(=O)c2ccccc2)cc1Cl (stereo not drawn)	4	-2	19	1	-39	-3	0	-14	-1.7
O=C(COc1ccc(Br)cc1)N1CCc2ccccc21	13	-4	-7	2	-12	-4	-13	-21	1.5
O=C(CCSc1ccccc1)NC(=O)COC(=O)c1ccc(OC(F)F)cc1	1	-3	19	9	-15	-6	2	2	-1.8
Cc1c(NC(=O)COC(=O)C23CC4CC(CC(Br)(C4)C2)C3)c(=O)n(-c2ccccc2)n1C	9	-2	13	0	15	1	-4	-8	-0.4
CCOc1ccc(/C=N/NC(=O)CSc2n[nH]c(=O)[nH]c2=O)cc1OC	0	1	9	6	23	-2	0	-5	2.1
O=c1n(-c2ccc(Br)cc2)cnn1-c1ncccc1[N+](=O)[O-]	6	-2	4	0	-6	2	3	2	0.7
Cc1ccc(C(=O)c2cc3ccccc3o2)cc1C	-3	-2	18	25	-12	-5	-1	18	-0.6
FC(F)(F)c1cccc(-c2nc(COc3ccc(Cl)cc3Cl)no2)c1	-5	3	21	5	-18	-5	-7	-32	5.0
COC1c2ccccc2C(=O)N1CCc1ccc(Cl)cc1 (stereo not drawn)	7	-6	-2	-3	4	-2	-5	16	-0.4
Cn1c(SCC(=O)NNC(=O)Cc2ccccc2)nc2ccccc2c1=O	-7	-8	17	2	-4	-2	-4	4	-0.3
Cc1cc(C)c2cccc(NC(=S)NC(=O)c3ccccc3)c2n1	6	-4	8	13	-60	0	3	11	1.3
Cc1ccc(NC(=S)NNC(C)(C)C)cc1	4	1	-6	1	-7	-6	-3	-17	-1.9
Cc1ccc(C)c(N2CCN(CCCNC(=O)CCn3c(=O)c4cccn4c4cccnc43)CC2)c1	-2	-4	-15	1	-7	-7	-7	-7	-2.1
CN(C)c1ccc(-c2ccc([C@H]3[C@@H]4C=CCC[C@@]4(C)C(=O)N3Cc3ccccc3)c(F)c2)cc1	12	1	-15	7	16	2	3	-8	-2.2
COc1cccc(OCCOCC(O)CN2CCN(Cc3ccc(Cl)cc3)CC2)c1 (stereo not drawn)	3	1	15	2	8	-4	7	3	-1.0
O=C1C2CCCCN2C(=O)N1CCCN1CCN(c2ccc(F)cc2)CC1 (stereo not drawn)	-11	-3	10	nt	-2	9	1	nt	0.9
N#CCSc1nc2cc(C(=O)N3CCCC3)ccc2c(=O)n1Cc1ccccc1	-1	1	8	11	-1	1	5	-8	-0.7
CCc1nnc(NC(=O)c2ccc(S(=O)(=O)N(C)c3ccccc3)cc2)o1	0	-3	8	3	19	0	-5	-23	-2.7
CN(C(=S)NCCN1CCOCC1)C(c1ccccc1)c1ccccc1	-10	1	15	1	0	-2	-4	-2	1.4
O=C1COc2ccc(S(=O)(=O)N3CCN(c4ccccc4F)CC3)cc2N1	10	-3	-2	2	9	-1	-2	4	1.0
Cc1ccccc1S(=O)(=O)N(C)C[C@@H]1OCc2cnnn2CCCC(=O)N([C@@H](C)CO)C[C@@H]1C	5	3	17	0	7	0	3	-2	0.4
COc1ccccc1C(=O)N1CCN(C(=O)[C@H]2O[C@@H](n3ccc(=O)[nH]c3=O)[C@H](O)[C@@H]2O)CC1	-17	6	-2	3	nt	1	21*	-24	nt
COc1ccc(N/C=C/C(=O)c2ccc(Cl)cc2)cc1	11	-8	-1	2	9	0	-3	-1	1.4
C=CCN1C(=O)C(Cc2ccc(F)cc2)S/C1=N/N=C/c1ccco1 (stereo not drawn)	4	-3	15	-1	16	-1	-2	8	-1.8
CCCCNC(=O)C1(C)CCC(=O)N1CCCn1ccnc1 (stereo not drawn)	-6	3	5	1	nt	3	-8	-10	nt
C/C(=N\NC(=O)OC(C)(C)C)c1ccc(-n2ccnc2)cc1	3	4	-5	5	9	1	0	6	-0.7
N/C(=N\OC(=O)c1ccccc1Cl)c1ccccc1	-2	1	3	18	-14	2	0	7	-1.9
COc1cc(NS(=O)(=O)c2ccc(N/C=C(\C=O)c3nc4cc(Cl)ccc4o3)cc2)nc(OC)n1	-3	-2	12	0	-2	-3	4	16	5.4
CC(=O)Nc1ccc(C(=O)OCC(=O)NCc2ccc3c(c2)OCO3)cc1	9	-11	-11	2	-5	-1	-4	-34	-1.0
CCC1(CC)NC(=O)N(CC(=O)OC(C)C(=O)Nc2ccc(S(N)(=O)=O)cc2)C1=O (stereo not drawn)	-6	4	28	2	9	0	-2	-12	-1.4
COC(=O)C1=C(C)NC(=O)C1(NS(=O)(=O)c1ccc(C)cc1)C(F)(F)F (stereo not drawn)	-7	5	5	10	4	-3	6	-8	-3.1
The list continues.
SMILES	CHRM5 antagonist	M5 PAM	M1 PAM parental	TAAR1 ag	CRFR2-BP antag	CHRM5 agonist	CHRM4 PAM	TAAR1 antagonist	CRFR2-BP ag
COc1ccccc1Nc1nn2c(=O)c3ccc(C(=O)NCc4cccnc4)cc3nc2s1	-17	2	14	nt	nt	-6	1	nt	nt
Cc1cc(C(=O)OCC(=O)Nc2cc(C(F)(F)F)ccc2N2CCOCC2)c(C)o1	-1	-9	12	1	19	-7	0	11	0.5
COCCCNC(=O)c1c[nH]c2ccc(S(=O)(=O)N3CCC(C)CC3)cc2c1=O	-2	7	-7	3	-21	1	16	-6	3.0
C/C(CC(=O)Nc1ccccn1)=N\NC(=O)c1cccc(C)c1	-4	12	6	0	-2	-3	-1	4	0.0
Cc1cccc(C(=O)N/N=C/c2ccc(OCC(=O)N3CCCCC3)cc2)c1	-8	2	-6	1	-14	3	6	2	-1.0
COc1ccccc1OCC(O)CN1CCN(C(=O)c2ccccc2)CC1 (stereo not drawn)	4	-2	16	9	7	-1	5	-14	-0.3
c1ccc2oc(-c3ccc(Nc4nc(N5CCOCC5)nc(N5CCOCC5)n4)cc3)nc2c1	-4	10	-16	-1	6	1	-3	-22	1.3
O=C(CCNC(=O)N1CC(=O)Nc2ccccc21)Nc1cccc(Cl)c1	1	0	5	0	21	-3	-4	5	1.0
CC(=O)/C(C=Nc1noc(C)c1Br)=C(\C)O	-10	14	19	6	4	2	19	-50	-1.4
Cc1csc(SCC(=O)O)n1	-4	-3	-2	6	-7	1	-3	-5	1.4

Rewritten bar-delimited: three of the compounds above
mol | CHRM5 antagonist | M5 PAM | M1 PAM parental | TAAR1 ag | CRFR2-BP antag | CHRM5 agonist | CHRM4 PAM | TAAR1 antagonist | CRFR2-BP ag
COc1ccccc1Nc1nn2c(=O)c3ccc(C(=O)NCc4cccnc4)cc3nc2s1 | -17 | 2 | 14 | nt | nt | -6 | 1 | nt | nt
Cc1cc(C(=O)OCC(=O)Nc2cc(C(F)(F)F)ccc2N2CCOCC2)c(C)o1 | -1 | -9 | 12 | 1 | 19 | -7 | 0 | 11 | 0.5
COCCCNC(=O)c1c[nH]c2ccc(S(=O)(=O)N3CCC(C)CC3)cc2c1=O | -2 | 7 | -7 | 3 | -21 | 1 | 16 | -6 | 3.0

Remaining list, next part.
SMILES	CHRM5 antagonist	M5 PAM	M1 PAM parental	TAAR1 ag	CRFR2-BP antag	CHRM5 agonist	CHRM4 PAM	TAAR1 antagonist	CRFR2-BP ag
COc1ccc(C(=O)N2CCCC(Nc3ccc(F)cc3)C2)c(OC)c1 (stereo not drawn)	-4	-2	-12	0	-2	1	-3	-3	-0.6
O=c1[nH]cnc2c1cnn2Cc1ccccc1Cl	13	-2	13	5	-2	2	-4	-17	0.7
O=C(O)c1nc(-c2ccccc2)n(-c2cccc(C(F)(F)F)c2)n1	4	7	17	5	5	2	11	-17	8.0
Cc1cc(C(=O)O)c(=O)[nH]c1C	-8	7	-12	7	30	1	11	-2	2.0
CCOc1ccc(OCC(=O)OCC(=O)N2CCN(S(=O)(=O)c3ccc(C)cc3C)CC2)cc1	10	1	14	12	4	5	6	-18	-1.1
COc1ccc(-c2nc3n(n2)C(c2ccncc2)C(C(N)=O)=C(C)N3)cc1 (stereo not drawn)	-1	4	16	12	-9	-6	6	-12	-0.8

Compound activity as filed in PubChem.
